Screening data deposited in PubChem BioAssay by several laboratories.
ABCB6 inh MLPCN – blocks the human ABCB6 transporter; Q9NP58; K562-ABCB6 porphyrin accumulation, flow cytometry, 1 h; hits give low values; fluorescence ratio to DMSO, % at 10 µM; actives 0.19% (n = 360,000);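 active means fluorescence ratio to DMSO below 75%, the collection mean minus 3 SD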;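 further: signal is porphyrin accumulated inside mitochondria; 100% equals median channel fluorescence of DMSO control wells; lower ratio means ABCB6 inhibition with less porphyrin fluorescence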
PDI inh – inhibitors of human protein disulfide isomerase. inhibition, % at 10 µM. actives 0.052% (n = 350,000). P07237. PDI insulin aggregation turbidity, A650, 90 min. AID 588391;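 active means mean inhibition across replicates of 30% or more, whatever share of single replicates reach that level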;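 further: absorbance from insulin aggregation driven by PDI reduction with DTT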
Target sequence (P07237 whole entry, looked up): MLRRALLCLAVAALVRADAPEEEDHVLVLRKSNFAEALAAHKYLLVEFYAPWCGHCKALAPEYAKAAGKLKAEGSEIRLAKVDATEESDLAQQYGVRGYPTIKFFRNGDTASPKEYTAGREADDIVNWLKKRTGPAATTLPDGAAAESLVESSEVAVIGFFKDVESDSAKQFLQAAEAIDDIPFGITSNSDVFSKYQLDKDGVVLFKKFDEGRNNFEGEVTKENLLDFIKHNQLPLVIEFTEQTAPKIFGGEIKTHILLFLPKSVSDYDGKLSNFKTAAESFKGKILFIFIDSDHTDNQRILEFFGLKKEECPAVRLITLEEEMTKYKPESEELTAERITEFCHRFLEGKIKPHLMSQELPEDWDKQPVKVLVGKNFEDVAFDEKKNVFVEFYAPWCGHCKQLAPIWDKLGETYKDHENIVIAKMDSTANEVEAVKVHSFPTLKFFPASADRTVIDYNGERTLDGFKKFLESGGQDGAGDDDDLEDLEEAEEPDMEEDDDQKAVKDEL
H9c2 protect – modulators protecting cardiomyocytes from myocardial damage; H9c2 cardiomyocytes, H2O2 injury protection, ATPLite, 2 h; protection from H2O2 cell death, % at 20 µM; actives 0.63% (n = 360,000);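 active means compounds giving at least 50% protection of heart cells from peroxide-induced death in the single-dose screen, raw or plate-pattern-corrected value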;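 further: 0% = DMSO wells with peroxide and 100% = DMSO wells without peroxide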
CaV13 FRET inh – Disruptors of the CACNA1D IQ motif to Ca2+-dependent inactivation inhibitor domain association, primary screening, Förster resonance energy transfer in intact living …; HEK cells, CFP/YFP FRET ICDI-IQ, plate reader, 10 min; percent FRET-ratio fall versus neutral wells; inhibition, % at 12.3 µM; actives 0.098% (n = 340,000);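 active means mean replicate inhibition of at least 30% and at least 1% of replicates passing that level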;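 further: 0% = median of the neutral control wells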
Glyco luc inh – N-linked glycosylation inhibition. D54 ERlucT glycosylation luciferase reporter, 24 h; percent of 100 nM tunicamycin response. actives 0.23% (n = 360,000). reporter increase, % at 12.5 µM. AID 588692;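 active means mean luciferase reporter signal, scaled so untreated is 0 and the glycosylation-blocking control 100, at or above a set limit in every replicate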;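 further: luciferase carries N-glycosylation sites so blocking glycosylation raises the light; 0% = median of neutral control wells and 100% = median of 100 nM tunicamycin wells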
iPSC survival up – increases survival of single human iPS cells. hiPSC single-cell survival, ATPlite luminescence; 100% = ROCK inhibitor wells, 0% = DMSO. survival enhancement, % at 20 µM. actives 0.044% (n = 360,000). AID 602274; in the data active means survival enhancement above about 18%;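 further: cells exposed to compounds for 16 hours before the ATP read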
Exocytosis inh – blocks lytic granule exocytosis. TALL-104 LAMP-1 surface exposure, flow cytometry; cells stimulated with thapsigargin and PMA. AID 651702. actives 0.66% (n = 360,000). inhibition, % at 10 µM;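 active means inhibition above about 55%, limit read from the data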
Vif imaging – blocks HIV Vif function; AID 602346; actives 0.35% (n = 340,000); inhibition, % at 7.49 µM; HEK293T cells, Vif self-association by quenched fluorescence, imaging, 24 h; in the data active means inhibition above about 50%, passing the limit was not always enough; further: some results filed as inactive read as strong as hits
aDG glyco act – alpha-DG glycosylation activation; AID 624168; Pro5-aDG cells, alpha-DG glycosylation AlphaScreen (IIH6); 0% Pro5, 100% B10-LARGE cell signal; activation, % at 10 µM; actives 0.22% (n = 360,000);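 active means activation of at least 8% versus controls, or a plate z-score of at least 8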;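 further: Pro5 are CHO cells carrying HIG-tagged alpha-DG that lacks glycosylation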
HTR2A ag – agonists of mouse serotonin 5-HT2A receptor (HTR2A); P35363; CHO-K1 mHTR2A beta-arrestin complementation, luminescence; percent of 30 µM serotonin response; activation, % at 7.6 µM; actives 0.66% (n = 360,000); AID 624169;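 active means activation above a run cutoff, the mean activation of all tested compounds plus 3 SD, cut at about 14% in these data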;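 further: 0% = plate median of compound wells and 100% = 30 µM serotonin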
Target sequence (P35363 whole entry, looked up): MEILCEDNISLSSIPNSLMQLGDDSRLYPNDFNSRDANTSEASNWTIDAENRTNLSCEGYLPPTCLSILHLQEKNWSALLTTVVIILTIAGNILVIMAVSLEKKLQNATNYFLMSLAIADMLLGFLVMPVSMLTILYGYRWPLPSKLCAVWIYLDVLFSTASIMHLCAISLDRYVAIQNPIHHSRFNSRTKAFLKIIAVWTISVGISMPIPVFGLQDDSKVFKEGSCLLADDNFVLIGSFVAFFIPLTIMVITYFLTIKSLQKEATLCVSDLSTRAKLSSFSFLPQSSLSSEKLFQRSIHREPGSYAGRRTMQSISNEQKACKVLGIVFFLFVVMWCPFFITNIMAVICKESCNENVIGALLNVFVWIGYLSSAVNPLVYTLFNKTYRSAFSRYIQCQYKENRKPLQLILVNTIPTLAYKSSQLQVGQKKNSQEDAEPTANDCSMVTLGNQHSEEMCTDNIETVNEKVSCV
Active calls of the source: *; x = no result given. Compounds were not picked by outcome, and some 3.1% of all compounds hit somewhere here.

nr	structure	ABCB6 inh MLPCN	PDI inh	H9c2 protect	CaV13 FRET inh	Glyco luc inh	iPSC survival up	Exocytosis inh	Vif imaging	aDG glyco act	HTR2A ag
1	CC(C)N1CCc2[nH]c(=S)[nH]c(=O)c2C1	103	-13	1	-8	1	3.0	6	-3	-0.1	0
2	CSCCC(NC(=O)c1cc(CC(C)C)oc1C)C(=O)O (stereo unspecified)	89	3	3	x	2	0.4	0	-6	-0.2	0
3	CSCC[C@H](NC(=O)Nc1cccc(Br)c1)C(=O)O	119	7	-2	2	0	0.0	-4	3	0.1	0
4	Cn1c(=O)n(C)c2cc(NC(=O)CCc3ccccc3)c(Br)cc21	100	-6	-2	-5	2	-0.7	8	-5	0.2	-3
5	CCCCOc1ccc(C(=O)Nc2cc(C)c(OCC(=O)N3CCOCC3)c(C)c2)cc1	91	11	-11	-5	-1	-5.1	1	-7	0.6	-3
6	Fc1ccccc1N1CCN(C(c2cccs2)c2nnnn2CCc2ccccc2)CC1 (stereo unspecified)	93	7	-10	x	-10	-3.4	5	0	0.5	-4
7	COc1cccc(NC(=O)CSc2nnnn2C(C)C)c1	91	5	-4	0	0	-1.4	0	1	2.4	1
8	CCOC(=O)[C@]12Cc3c(cc(OC)c(OC)c3OC)[C@H]1N(C1CCCCC1)C(=O)c1cc(OC)ccc12	93	x	x	-6	x	-1.3	6	x	-0.5	-3
9	CN(C)S(=O)(=O)c1cc(NC(=O)COC(=O)C2CSC3(C)CCC(=O)N23)ccc1Cl (stereo unspecified)	103	-13	3	-3	3	0.9	1	3	-0.2	-2
10	Cn1c(/N=C/c2ccc3c(c2)OCO3)nc2ccccc21	94	11	-4	-8	0	1.2	-1	-7	0.2	7
11	Cc1ccccc1CC1(CO)CCCN(Cc2ccc3c(c2)OCCO3)C1 (stereo unspecified)	101	12	-6	-18	-4	1.2	-7	-5	1.5	5
12	CCOC(=O)Cn1nnnc1C(C(C)C)N(Cc1cccs1)Cc1cc2cc(C)ccc2[nH]c1=O (stereo unspecified)	102	1	-16	-4	4	-0.1	11	-18	0.5	1
13	CCc1ccc(C=NC23CN4CN(CN(C4)C2)C3)s1	96	6	4	x	-1	6.8	-2	x	1.1	3
14	CCc1noc(C)c1C(=O)Nc1cccc(S(=O)(=O)N(C)c2ccccc2)c1	100	6	8	-16	-2	-0.5	7	-10	0.5	-8
15	Cc1cccc(Nc2nc(N)c([N+](=O)[O-])c(N3CCCC(C)C3)n2)c1 (stereo unspecified)	95	11	-18	-5	-8	6.4	2	-6	0.1	-8
16	CN(C)CCCn1c(NCc2ccc3c(c2)OCO3)nc2ccccc21	101	1	7	-4	0	-2.4	1	8	-0.3	-3
17	Cc1ccc(NC(=O)C2CCCN(C3=NS(=O)(=O)c4ccccc43)C2)c(O)c1 (stereo unspecified)	98	6	4	-6	3	0.0	10	-8	-0.3	-2
18	CCCCn1c(N)c(N(CCC(C)C)C(=O)C2=NN(c3ccccc3)C(=O)CC2)c(=O)[nH]c1=O	97	-10	13	-6	3	1.8	-1	4	0.1	-1
19	O=C(/C=C/c1ccccc1)OCC(=O)N1CCCC1	98	-1	-8	-6	0	2.1	-4	x	0.0	-2
20	Cc1cc(N2CCOCC2)nc(SCC(=O)OCc2ccccc2)n1	95	3	-4	-5	0	0.0	0	2	-0.1	0
21	CC(C)c1ccc(NC(=O)CSc2nc(=O)n(CCCN3CCOCC3)c3c2CCCC3)cc1	104	1	-1	-2	-1	1.1	5	1	0.1	-20
22	COc1cc(Cl)c(CN2CCC(CO)(CCOc3ccccc3)CC2)cc1OC	95	-6	6	-21	-4	-0.2	32	-5	0.1	1
23	O=C(CN1CCN(c2ccc([N+](=O)[O-])cc2)CC1)c1ccccc1	100	-13	18	-4	4	-0.3	18	-4	0.0	-4
24	COc1ccc(/C=N/NC(=O)c2ccc(COc3ccccc3Cl)o2)cc1	95	2	-5	x	1	2.1	3	30	0.2	-1
25	C=CCN1[C@H](COCc2ccccc2)C=CS1(=O)=O	100	x	5	-3	2	1.5	-2	x	0.9	1
26	O=C(N/N=C/c1cccc(OC2CSC2)c1)c1ccccc1O	92	-5	-13	x	-1	4.0	-1	11	0.2	1
27	CCCCNS(=O)(=O)c1ccc(S(=O)(=O)NCc2ccncc2)cc1	97	-2	-16	-7	-2	0.2	0	x	2.2	2
28	CNc1snc(C)c1C(=O)OC(C)C(=O)Nc1ccc(F)cc1 (stereo unspecified)	94	-2	-12	-2	-2	-0.8	-1	0	0.5	4
29	CCOc1ccc(C=NNC(=O)c2cccc3ccccc23)cc1OCC	94	1	-2	-6	0	4.1	-4	1	0.3	1
30	C/C=C1\NC(=O)[C@H](C)NC(=O)[C@@H](NC(=O)[C@@H](Cc2ccc(O)cc2)NC(=O)[C@@H](NC(=O)/C(C)=C/C)C(C)C)[C@@H](C)OC(=O)[C@H](CCCCc2ccc(O)cc2)NC(=O)[C@@H](CCC(=O)O)NC1=O	98	30	-5	-3	3	1.2	28	-3	0.1	-2
31	Cc1ccc(-c2cc3ccccc3nc2N2CCCC2)cc1	115	0	-18	-2	-1	-0.5	-9	-9	-0.1	-2
32	CCCc1ccc2oc(C(=O)N3CCC(O)CC3)c(C)c2c1	99	15	-9	-3	-1	-0.4	-3	0	0.4	13
33	Cc1ccnn1-c1ccc(C(=O)NCC(c2ccco2)N2CCCC2)cc1 (stereo unspecified)	89	9	5	-5	-5	-0.3	-4	11	0.1	-4
34	COc1ccc(N2CCN(C3CC(=O)N(c4ccc5c(c4)OCCO5)C3=O)CC2)cc1 (stereo unspecified)	82	2	-1	-6	1	-0.6	0	x	-0.2	-2
35	O=S(N1CCCCC1)C12CC3CC(CC(C3)C1)C2 (stereo unspecified)	103	-2	-2	-5	0	-3.6	5	2	-0.2	7
36	CCCCOc1ccc(OCCNS(=O)(=O)N(C)C)cc1	100	7	-2	-8	-3	-0.1	-2	-2	0.6	-3
37	O=C(CSc1nnc2c(Cl)cc(C(F)(F)F)cn12)NCc1ccc(F)cc1	98	-4	11	-2	2	0.4	-2	-3	0.0	12
38	COc1cc(CN2CCCC(CO)(Cc3cccc(Cl)c3)C2)cc2c1OCO2 (stereo unspecified)	96	-4	-7	-4	-3	0.8	16	1	-0.1	-7
39	C/C(=C\C(=O)c1ccccc1)Nc1ccc(N2CCOCC2)cc1	93	4	-2	-4	6	-1.4	4	5	0.0	-2
40	CC(OC(=O)c1cc(Br)ccc1O)C(=O)NC1(C#N)CCCCC1 (stereo unspecified)	98	-3	-8	-2	-2	-0.3	3	-3	0.0	-3
41	O=C(COC(=O)c1cccc(S(=O)(=O)N2CCOCC2)c1)NCc1ccc2c(c1)OCO2	99	10	-1	-6	-1	-0.5	1	-10	0.0	-2
42	COC(=O)[C@]1(C)CCC[C@@]2(C)C3CC[C@@]4(C)C[C@]3(CCC21)CC4=NO (stereo partly specified)	102	2	-8	-8	0	-0.1	-6	-16	0.1	0
43	CCN(CC(=O)NC1CCS(=O)(=O)C1)C(=O)C(c1ccccc1)c1ccccc1 (stereo unspecified)	96	-1	9	-5	1	-2.8	-6	-6	-0.2	0
44	Cn1nccc1C(=O)N(CCN1CCCCC1)CC1CCCN(C2CCCC2)C1 (stereo unspecified)	101	4	0	-6	-3	-0.3	1	4	-0.1	6
45	CSCCC(NS(=O)(=O)c1ccccc1F)C(=O)OCc1ccccc1Cl (stereo unspecified)	98	2	-3	-7	-3	2.0	-1	-4	0.1	-1

Structures shown so far that contain a thiophene ring, fused or not, in the order listed:
nr	structure	ABCB6 inh MLPCN	PDI inh	H9c2 protect	CaV13 FRET inh	Glyco luc inh	iPSC survival up	Exocytosis inh	Vif imaging	aDG glyco act	HTR2A ag
6	Fc1ccccc1N1CCN(C(c2cccs2)c2nnnn2CCc2ccccc2)CC1 (stereo unspecified)	93	7	-10	x	-10	-3.4	5	0	0.5	-4
12	CCOC(=O)Cn1nnnc1C(C(C)C)N(Cc1cccs1)Cc1cc2cc(C)ccc2[nH]c1=O (stereo unspecified)	102	1	-16	-4	4	-0.1	11	-18	0.5	1
13	CCc1ccc(C=NC23CN4CN(CN(C4)C2)C3)s1	96	6	4	x	-1	6.8	-2	x	1.1	3

Remaining list, next part.
nr	structure	ABCB6 inh MLPCN	PDI inh	H9c2 protect	CaV13 FRET inh	Glyco luc inh	iPSC survival up	Exocytosis inh	Vif imaging	aDG glyco act	HTR2A ag
46	COc1ccccc1/C=C/CN1CCC(Oc2ccc(C(=O)N3CCCCC3)cc2)CC1	99	-16	-4	-8	0	-0.5	-5	-2	1.0	-16
47	Cn1nc2c(c1C(=O)O)CCCC2	92	5	12	x	1	-1.6	-2	-3	-0.1	-5
48	CC(=O)NC(CC(=O)OC(C)C(=O)Nc1ncc(Cl)cc1Cl)c1ccccc1 (stereo unspecified)	99	2	3	-5	2	-0.4	0	7	0.3	5
49	C/C(=N\NC(=O)c1cccc(N/N=C(\C)c2ccc([N+](=O)[O-])cc2)c1)c1ccc([N+](=O)[O-])cc1	112	-5	40	-26	-9	0.1	1	-10	0.1	1
50	Cc1n[nH]c(=S)n1/N=C/c1ccc(-c2ccc(Cl)cc2)o1	94	-4	-2	-4	-1	0.1	-4	8	-0.1	5
51	COc1ccc(NC(=O)C2CC(=O)OC2(C)C)cc1 (stereo unspecified)	100	-2	1	-5	2	1.2	6	-6	0.1	0
52	CCN(CC)CC(=O)Nc1ccc2c(c1)Nc1ccccc1CC2	93	-4	-3	0	5	-1.7	3	0	2.5	-7
53	CCN1CCN(S(=O)(=O)c2ccc(Cl)c(C(=O)NC(C)(C)C)c2)CC1	99	-1	2	-3	0	0.1	2	-6	-0.2	4
54	O=C(NCCCn1ccnc1)C1CCN(S(=O)(=O)c2ccc(F)cc2)CC1	98	-11	3	-3	1	0.0	-3	-1	-0.1	1
